Bioassay records as filed in PubChem BioAssay.
FBA Mtb inh: Mtb fructose-bisphosphate aldolase inhibition; purified M. tuberculosis FBA, fluorescence read-out; inhibition, % at 1 µM; 360,000 tested, 2.3% active; in the data active = inhibition above about 27%;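 also: 0% = vehicle and 100% = reference inhibitor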
BioA inh: BioA (M. tuberculosis) enzyme inhibition | purified M. tuberculosis BioA enzyme, plate reader | 360,000 tested, 0.096% active | inhibition, % at 9.99 µM; in the data active = inhibition above about 40%; inconclusive = no clear call, values can overlap the other calls
Mtb UGM inh: inhibitors of M. tuberculosis UDP-galactopyranose mutase; 320,000 tested, 0.06% active; inhibition, % at 10 µM; P9WIQ1; AID 504406; purified UGM, fluorescence polarization probe displacement; in the data active = inhibition above about 10%, passing the limit was not always enough; inconclusive = no clear call, values can overlap the other calls
Target sequence (P9WIQ1 whole entry, looked up): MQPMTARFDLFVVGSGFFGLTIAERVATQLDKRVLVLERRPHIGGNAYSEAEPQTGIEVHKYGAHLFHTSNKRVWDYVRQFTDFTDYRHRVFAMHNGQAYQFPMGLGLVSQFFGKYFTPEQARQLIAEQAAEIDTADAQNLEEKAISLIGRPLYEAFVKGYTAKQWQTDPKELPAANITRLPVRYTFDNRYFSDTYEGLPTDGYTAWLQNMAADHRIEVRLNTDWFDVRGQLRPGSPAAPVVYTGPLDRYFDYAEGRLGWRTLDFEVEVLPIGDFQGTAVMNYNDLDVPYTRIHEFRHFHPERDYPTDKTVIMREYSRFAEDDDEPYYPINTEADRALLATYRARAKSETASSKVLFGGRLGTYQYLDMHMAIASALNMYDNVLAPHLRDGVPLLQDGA
MazEF act: MazEF (E. coli) toxin RNase activation. activation, % at 20 µM. 350,000 tested, 0.32% active. FAM/BHQ RNA-DNA oligo cleavage fluorescence, 5 h. P0AE70; in the data active = activation above about 50%
DUSP3 inh: blocks human VHR1 dual specificity phosphatase; P51452; recombinant VHR phosphatase, pNPP absorbance; inhibition, % at 13.3 µM; 290,000 tested, 0.52% active; in the data active = inhibition above about 50%; also: some compounds called inactive have numbers as strong as hits
Target sequence (P51452 whole entry, looked up): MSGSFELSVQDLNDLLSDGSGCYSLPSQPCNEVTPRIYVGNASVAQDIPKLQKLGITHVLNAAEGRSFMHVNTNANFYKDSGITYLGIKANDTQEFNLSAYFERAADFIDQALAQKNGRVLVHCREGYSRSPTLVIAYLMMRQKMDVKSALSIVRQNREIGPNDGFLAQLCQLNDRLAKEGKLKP
Rv3671c protease: Rv3671c (M. tuberculosis) protease inhibition; P9WHR9; inhibition, % at 5.96 µM; 320,000 tested, 0.048% active; in the data active = inhibition above about 38%;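 also: extracellular domain of Rv3671c used as enzyme; 0% = enzyme with DMSO and 100% = no enzyme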
Target sequence (P9WHR9 whole entry, looked up, the tested form may be a part): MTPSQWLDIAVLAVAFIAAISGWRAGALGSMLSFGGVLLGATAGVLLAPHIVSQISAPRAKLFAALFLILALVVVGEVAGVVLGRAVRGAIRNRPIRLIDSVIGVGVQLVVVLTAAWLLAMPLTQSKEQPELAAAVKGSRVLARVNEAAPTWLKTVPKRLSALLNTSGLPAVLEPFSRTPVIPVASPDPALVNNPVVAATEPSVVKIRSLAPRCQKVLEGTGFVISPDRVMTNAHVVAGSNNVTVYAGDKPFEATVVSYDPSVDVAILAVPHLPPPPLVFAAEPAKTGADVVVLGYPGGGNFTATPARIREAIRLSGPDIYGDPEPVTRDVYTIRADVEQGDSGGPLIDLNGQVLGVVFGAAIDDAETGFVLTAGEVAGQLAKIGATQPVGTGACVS
FadD28 binding: M. tuberculosis FadD28 bisubstrate binding inhibition; FadD28 bisubstrate probe binding, fluorescence polarization; AID 588549; 360,000 tested, 0.22% active; inhibition, % at 12.5 µM; in the data active = inhibition above about 8.5%, passing the limit was not always enough; inconclusive = no clear call, values can overlap the other calls
BoNT-F LC inh: inhibitors of Botulinum neurotoxin F light chain protease; Multiplex microsphere protease cleavage assay, flow cytometry; inhibition, % at 10 µM; 360,000 tested, 0.22% active; AID 588497; in the data active = inhibition above about 35%, passing the limit was not always enough; inconclusive = no clear call, values can overlap the other calls; also: plate controls were buffer without enzyme for full effect and enzyme alone for no effect
GDH-TPI counter: inhibits GDH-TPI coupling enzymes, artifact for Mtb FBA screen; inhibition, % at 4.8 µM; AID 588335; 360,000 tested, 1.2% active; GDH-TPI coupled enzyme counterscreen, NADH absorbance;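 also: 0% = DMSO wells and 100% = wells lacking the enzyme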
CCHF vOTU inh: CCHFV vOTU protease inhibition; Pep-AMC fluorescence; inhibition, % at 11.5 µM; 370,000 tested, 0.55% active; AID 651958; also: 0% = vehicle wells with enzyme and 100% = no enzyme wells
An asterisk follows results filed as active; ? = inconclusive; nt = no result given; & = joins results of further samples. Rule as the data show it, unless noted: active = inhibition above about 30%; inactive = the rest.

SMILES	FBA Mtb inh	BioA inh	Mtb UGM inh	MazEF act	DUSP3 inh	Rv3671c protease	FadD28 binding	BoNT-F LC inh	GDH-TPI counter	CCHF vOTU inh
O=C(Nc1cc(Cl)cc(Cl)c1)C(NCCO)c1ccccc1 (stereo not drawn)	4.6	-3.0	-1.6	9.9	9.1	-4.7	-0.7	-0.1	0.7	-11.8
O=C(NCCCN1CCCC1)c1ccc2c(c1)N(Cc1ccccc1F)C(=O)c1ccccc1S2(=O)=O	-0.5	0.4	1.5	20.1	51.3*	-9.3	-5.1	7.0	4.4	-5.8
COC(=O)C(N)Cc1ccc(OC)c([N+](=O)[O-])c1 (stereo not drawn)	-4.6	nt	0.4	2.4	13.1	4.6	-5.3	?	-2.6	0.3
COC(=O)c1sc2nc(C)cc(C)c2c1N	37.5*	0.1	-0.6	0.3	47.2	-17.8	-1.4	0.8	1.0	-42.5
Nc1cc(=O)[nH]c(=O)n1CC1CC1	8.3	-0.6	2.2	1.2	7.6	3.1	-1.4	-1.9	14.3	-1.7
CC(C)c1nc(-c2ccc([N+](=O)[O-])cc2)cs1	-0.8	-2.2	-2.0	-7.5	1.7	17.9	-1.7	-4.2	8.0	-2.4
Cc1cc(NC(=O)CSCC(=O)OC(C)C(=O)c2cc(C)c(C)cc2C)no1 (stereo not drawn)	-2.5	0.6	4.1	4.5	nt	1.9	-5.2	6.3	4.2	13.7
CCOC(=O)C1(Cc2ccc(OC)cc2)CCN(C(=O)CCc2cccnc2)CC1	1.3	nt	-1.6	10.2	22.2	-0.1	-1.3	1.7	8.1	6.6
CC1(C(=O)NS(=O)(=O)c2ccc(F)cc2F)CCN1C(=O)C1(c2ccc(Cl)cc2)CCC1 (stereo not drawn)	-1.2	-0.2	nt	nt	nt	nt	-4.4	-2.1	13.7	14.6
CC(=O)c1sc(NC(=O)C2=NN(c3ccccc3)C(=O)CC2)nc1C	-1.3	nt	0.4	0.2	9.1	-1.7	-2.0	-2.4	29.1	0.6
Cc1ccc(C(=O)OCCn2cc(C#N)c(=O)[nH]c2=O)cc1	-1.2	nt	4.7	-11.7	-6.4	-0.2	-2.4	-0.7	12.8	24.4
CCN1C(=O)[C@H]2[C@@H](c3ccc(-c4ccc(OC)cc4)c(OC)c3)N[C@@](Cc3ccccc3)(C(=O)OC)[C@H]2C1=O	1.1	-0.4	-0.9	-1.9	nt	-4.4	-1.2	-3.8	5.9	6.2
Cn1c(SCc2cccnc2)nnc1-c1c[nH]c2ccccc12	1.5	5.0	2.5	4.6	12.4	-7.7	-3.4	3.0	-6.6	4.2
CCc1nnc2cccc(Cl)n12	1.6	nt	2.3	0.7	13.6	3.4	-0.3	-7.6	9.9	-13.6
CCN(C(=O)COC(=O)CCc1ccccc1)c1ccccc1	0.9	-0.2	-0.3	-3.7	1.4	4.5	-1.1	-8.3	3.0	0.5
Cn1c(=O)n(C)c2cc([N+](=O)[O-])c(N3CCN(C(=O)c4cccc(F)c4)CC3)cc21	-3.7	nt	0.7	0.2	15.1	14.9	-2.9	-2.3	8.7	-2.9
COc1ccc2c(c1)C(=O)N1[C@H]3c4cc(Cl)ccc4OC[C@@H]3[C@H](c3ccccc3)[C@]1(C)C(=O)N2	6.0	-1.6	-1.0	-7.7	nt	-65.5	-3.5	-1.5	13.4	0.1
CCOCCCNC(=O)CN1C(=O)C(CC)Oc2ccccc21 (stereo not drawn)	-1.0	nt	3.4	-0.9	30.2	-5.3	-0.2	-8.1	9.2	-2.4
CCOc1ccccc1NC(=O)C1CCCCN1S(=O)(=O)c1ccccc1 (stereo not drawn)	0.8	-1.9	-0.2	-4.8	nt	-4.5	-0.9	-0.8	0.5	1.3
CC(=O)N1CCN=C1SCc1ccccc1	3.3	1.3	-2.7	-5.6	12.4	4.6	2.3	-4.3	-7.5	-1.6
CC(C)c1ccc(NC(=O)c2n[nH]c(=O)c3ccccc23)cc1	-3.6	nt	nt	-11.5	14.0	nt	-3.3	-3.4	4.1	5.7
N#Cc1c(NC(=O)C2CC2)sc2c1CCCCC2	-1.0	0.7	4.5	0.9	-14.2	5.5	0.6	-0.3	8.6	0.5
C#CCOCCOCCOCCNc1nc(N2CCN(C(=O)[C@H](CC(N)=O)n3cc(C(N)[C@@H](C)CC)nn3)CC2)nc(N2CCN(C(=O)[C@H](CCC(=O)O)n3cc([C@@H](N)CCCCN)nn3)CC2)n1 (stereo partly drawn)	2.3	-0.3	-2.4	9.8	nt	3.9	-1.2	2.4	-10.6	-2.4
COc1ccccc1NC(=O)C(=O)NCc1ccccc1Cl	5.6	1.4	-0.4	-11.9	-1.8	1.9	-1.6	-2.5	8.4	-1.8
CC(C)c1ccc2c(c1)CCC1C(C)(CN)CCCC21C (stereo not drawn)	0.2	1.3	-0.5	35.9	33.9	10.6	-7.0	-17.2	-7.9	5.0
COc1ccc(N(C)C(=O)c2cn(C)c(=O)c3cc(OC)c(OC)cc23)cc1	-3.0	-0.8	0.3	-7.3	11.3	10.2	-4.0	-20.0	-8.6	-8.7
O=C(CSc1nnc(CNC(=O)c2ccco2)o1)Nc1ccc(F)cc1	-0.3	-0.1	0.0	1.1	26.7	3.3	-3.6	3.8	-4.3	-0.4
CCCn1c(NC(=O)c2ccccc2Br)nc2ccccc21	-1.0	-1.0	0.3	4.3	34.0	0.3	-2.0	-6.5	9.2	-4.6
O=C(CCNC(=O)N1CCn2c1nc1ccccc12)NCc1ccccc1Cl	2.2	0.5	3.8	1.9	16.0	-8.7	-0.2	-3.7	-0.8	14.2
CC(=NCCCn1ccnc1)c1c(-c2ccccc2)[nH]n(-c2nc3ccccc3s2)c1=O	-0.8	41.2*	-2.2	10.9	24.0	1.0	-5.5	-5.3	10.1	-11.2
Cc1cc(C2(c3ccc(O)c(C)c3)OC(=O)c3ccccc32)ccc1O	0.6	nt	-0.2	3.8	31.5	-28.6	-6.6	5.5	-4.7	-6.5
C=CCOn1c(=O)c(C)[n+]([O-])c2ccccc21	3.3	-0.2	4.3	3.2	23.8	-4.9	-3.6	0.4	25.1	9.6
COCCC(=O)N1CCOCC1c1cc(C(=O)Nc2ccccc2)no1 (stereo not drawn)	-0.3	-2.6	nt	nt	nt	nt	0.8	4.9	6.4	4.2
Cc1noc(C)c1S(=O)(=O)Nc1cccc(CO)c1	4.2	-0.6	2.4	4.2	5.0	-11.3	nt	-3.5	3.1	9.7
CCCN1C(=O)/C(=c2\sc3nc(=O)c(Cc4ccc(C)cc4)nn3c2=O)c2ccccc21	-0.2	nt	-0.6	1.1	24.3	-0.1	0.0	4.8	4.7	1.1
O=C(COC(=O)c1ccncc1)Nc1cc(S(=O)(=O)N2CCOCC2)ccc1Cl	2.1	nt	nt	-12.2	nt	-7.8	0.1	4.5	3.5	6.1
Cc1ccc(Nc2nc(-c3ccncc3)cs2)cc1	2.6	nt	nt	-2.8	15.8	nt	0.8	-4.2	5.5	1.9
CC(=O)/C(C=Nc1noc(C)c1Br)=C(\C)O	4.3	nt	1.7	6.0	-2.8	0.5	-0.6	-1.8	5.6	-15.2
CC1(C)COC(=S)N1CCC#N	4.6	nt	nt	0.5	nt	nt	-1.7	-6.9	14.7	-6.7
Cc1cc(C)n(CC(=O)NC2CCCc3c2cnn3-c2ccccc2F)n1 (stereo not drawn)	2.3	-0.7	-8.3	-10.8	14.0	10.3	-0.5	5.9	5.2	12.5

Filtered by structure: those above with a nitro group on carbon (three)
SMILES	FBA Mtb inh	BioA inh	Mtb UGM inh	MazEF act	DUSP3 inh	Rv3671c protease	FadD28 binding	BoNT-F LC inh	GDH-TPI counter	CCHF vOTU inh
COC(=O)C(N)Cc1ccc(OC)c([N+](=O)[O-])c1 (stereo not drawn)	-4.6	nt	0.4	2.4	13.1	4.6	-5.3	?	-2.6	0.3
CC(C)c1nc(-c2ccc([N+](=O)[O-])cc2)cs1	-0.8	-2.2	-2.0	-7.5	1.7	17.9	-1.7	-4.2	8.0	-2.4
Cn1c(=O)n(C)c2cc([N+](=O)[O-])c(N3CCN(C(=O)c4cccc(F)c4)CC3)cc21	-3.7	nt	0.7	0.2	15.1	14.9	-2.9	-2.3	8.7	-2.9

The list continues:
SMILES	FBA Mtb inh	BioA inh	Mtb UGM inh	MazEF act	DUSP3 inh	Rv3671c protease	FadD28 binding	BoNT-F LC inh	GDH-TPI counter	CCHF vOTU inh
CCOCCCNC(=S)N1CCCC(c2nc3ccc(C)cc3[nH]2)C1 (stereo not drawn)	0.4	nt	-1.8	9.8	12.0	4.2	-0.8	1.5	0.6	-6.4
COC(=O)Cn1cc(S(=O)(=O)NCc2ccc(C)cc2)c2cc([N+](=O)[O-])ccc21	0.3	3.6	-0.2	-5.9	14.6	nt	nt	23.5	0.7	-1.1
COc1ccc(Nc2nc(N)c([N+](=O)[O-])c(NCc3ccccc3)n2)cc1	-1.3	nt	0.1	20.7	8.5	1.4	-0.6	0.7	11.2	3.9
C1CCN=C(Nc2nc3c(s2)CCCC3)CC1	-0.4	3.3	2.5	-1.3	7.2	2.9	-2.7	2.2	1.6	13.5
CC(C)(C)OC(=O)N1CCC[C@H]1c1nnc(SCc2ccc(Cl)cc2Cl)o1	4.0	0.7	0.8	-1.1	10.7	-2.1	-3.1	-9.9	-1.7	17.9
CCC(=O)NC(=S)Nc1ccc(NC(=O)COc2ccccc2)cc1	-2.8	-1.0	-1.0	7.1	9.1	-9.8	0.0	-5.2	0.8	7.9
Cn1c(=O)c2c(ncn2CC(=O)N(Cc2ccccc2)c2ccccn2)n(C)c1=O	2.4	-1.3	-1.3	4.9	31.3	-7.3	-0.9	-1.8	15.4	3.8
O=C(Cn1cnc2c(OCc3ccccc3)ncnc21)NCC1CCCO1 (stereo not drawn)	0.9	0.5	-2.6	8.9	nt	0.2	0.5	-7.7	0.9	-4.5
Cc1ccsc1C(=O)NCc1ccccc1Cl	-1.6	-0.1	2.2	1.2	58.5*	-12.3	-2.7	-7.5	9.6	2.0
Cc1ccccc1C(=O)Nc1ccc(C(=O)N/N=C/c2ccc(O)cc2)cc1	3.6	-0.8	0.4	14.9	25.9	-6.7	-1.3	0.5	33.8*	28.7
COc1ccc(-n2c3c(c(=O)[nH]c2=O)C(NC(=O)c2ccncc2)(C(F)(F)F)C(=O)N3)cc1 (stereo not drawn)	2.2	-0.5	-2.0	-4.7	16.3	3.0	-1.2	-2.5	2.2	3.1
Cc1cccc(CSc2nnc(-c3ccccn3)n2N)c1	-2.6	nt	-1.6	2.6	11.3	5.1	-2.8	4.9	-6.0	-5.1
Cc1ccc(C(=O)NNC(=O)c2ccc(S(=O)(=O)N3CCOCC3)cc2)cc1	1.2	-2.4	-0.8	1.6	6.9	-5.0	0.6	-14.1	11.1	-1.7
Cc1ccc(NC(=O)COC(=O)c2cccc(C)c2[N+](=O)[O-])cc1S(=O)(=O)N1CCCCC1	2.6	-0.7	-0.4	-9.9	nt	-121.4	0.9	-17.4	3.5	6.5
C=C1CCN(c2ccc(C(=O)NCc3ccc(OC)cc3)cc2[N+](=O)[O-])CC1	1.6	2.2	3.0	-0.9	nt	-5.8	2.2	-7.4	12.9	1.3
C/C(N)=C(/C#N)C(=O)COC(=O)c1cc(C)n(-c2ccc(F)cc2)c1C	-2.1&-1.6	24.6	2.7	-1.4&-5.9	-12.1	-16.9	-0.8&-1.4	-3.7&-7.0	3.5&5.7	-1.7&8.7
COc1ccc(NS(=O)(=O)c2cccc(C(=O)NCC(c3ccco3)N(C)C)c2)cc1 (stereo not drawn)	1.5	-0.2	-2.7	-1.7	nt	-0.5	1.4	-7.0	-2.9	1.4
CC(CCOC1=NS(=O)(=O)c2ccccc21)NC(=O)C(=O)Nc1ccccc1 (stereo not drawn)	1.9	nt	0.0	8.2	25.0	-4.7	-3.6	-10.0	-3.9	-11.4
Cc1cccc2c(SCC(N)=O)nc(-c3ccccc3)nc12	-0.1	-1.3	-3.5	-5.0	35.9	0.3	0.7	?	3.4	-0.3
